From PubChem BioAssay
TGFb SMAD3 inh = TGF-b pathway inhibition; HepG2 CAGA-GFP TGF-b/SMAD3 reporter, GFP fluorescence, 18 h; TGF-beta stimulated, 500 pg/mL final; Potency, µM (series often up to 46.1 µM), inactives show top-dose activity, negative = inhibition, actives largely listed as inhibitors; 1.2% of 410,000 active; AID 588855; note: potency is the fitted concentration of half-maximal effect; % is set by controls: 0 for no effect and ±100 for the full control effect; nearly all actives have a fitted effect of over 65% in size
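Smad-responsive CAGA-GFP expression was quantified in HEPG2 cells exposed to compounds and 500 pg/mL final TGF-beta for 18 h at 37 degrees C; unstimulated wells defined full inhibition.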
ATXN2 expr inh = reduces ATXN2 reporter expression in HEK-293 cells; Potency, µM (highest dose often 57 µM), for inactives: top-dose activity change, negative = inhibition, most hits filed as inhibitors; 0.72% of 360,000 active; HEK-293 ATXN2-luciferase reporter, luminescence, 24 h; AID 1745845; note: potency is the fitted concentration of half-maximal effect; % is set by controls: 0 for no effect and ±100 for the full control effect; nearly all actives have a fitted effect of over 55% in size
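ATXN2-luciferase reporter cells (luciferase flanked by upstream and downstream ATXN2 gene portions) were treated 24 h at 37 °C with compounds at up to 57 uM. SteadyGlo luminescence gave expression; GF-AFC fluorescence gave viability.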
Nrf2 ARE act = Nrf2 pathway activation. 0.31% of 410,000 active. AREc32 ARE-luciferase reporter (MCF7-derived line), luminescence, 24 h. Potency, µM (top dose mostly 46.1 µM), without a hit: at the highest dose activation, most hits filed as activators; note: potency is the fitted concentration of half-maximal effect; % of control where 0% means no effect; nearly all actives have a fitted effect of over 65% in size
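AREc32 cells carrying an ARE-driven firefly luciferase, 1000 cells/well in OPTI-MEM with 5% FBS, dosed after overnight attachment and incubated 24 hr at 37 deg C. Steady-Glo luminescence read after 30 min at RT.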
Nrf2 inh = blocks Nrf2 signaling | A549 ARE-Fluc reporter, luciferase luminescence, 18-24 h | Potency, µM (doses to about 46 µM), without a hit: at the top dose activity change, negative = inhibition, most hits filed as inhibitors | 2.1% of 360,000 active | AID 504444; note: potency is the fitted concentration of half-maximal effect; % is set by controls: 0 for no effect and ±100 for the full control effect; nearly all actives have a fitted effect of over 60% in size
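Reporter: ARE-Fluc in A549. Exposure: 18-24 h, 37 °C, 5% CO2, 5% FBS OPTI-MEM. Readouts: fluorescent cytotoxicity (CellTiter-Fluor), then luminescent Nrf2 signal after BugLite.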
A549 viability = counter-screen for Nrf2 inhibitors: cytotoxicity in A549 cells. A549 ARE-Fluc cells, CellTiter-Fluor viability, 18-24 h. Potency, µM (top dose mostly 46 µM), for the others: at the top dose activity change, negative = cytotoxicity, usual class: inhibitors. 0.16% of 390,000 active. AID 504648; note: potency is the fitted concentration of half-maximal effect; % is set by controls: 0 for no effect and ±100 for the full control effect
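A549 ARE_Fluc cells in 5% FBS OPTI-MEM were exposed to compounds in concentration-response for 18-24 h at 37 deg C. Viability was read by CellTiter-Fluor fluorescence (Ex 405/Em 525) after 30 min, before the luciferase read.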
MCF10A rerep = inducers of DNA re-replication in MCF 10A breast cells; MCF 10A DNA re-replication, Hoechst nuclear intensity, 48 h; Potency, µM (highest dose often 46.1 µM), inactives show top-dose activity, positive = re-replication, hits mostly activators; 2.9% of 350,000 active; AID 624296; note: potency is the fitted concentration of half-maximal effect; % of control where 0% means no effect; nearly all actives have a fitted effect of over 50% in size
ATXN viability = cell viability loss in ATXN counter-screen; S2 cells (HEK-293 line with an ATXN2-luciferase reporter) viability, CellTiter-Fluor protease fluorescence, 24 h; Potency, µM (top dose mostly 56.7 µM), usual class: cytotoxic; 0.49% of 400,000 active; AID 651635; note: potency is the fitted concentration of half-maximal effect; nearly all actives have a fitted effect of over 40% in size
IL-1B inflam inh = blocks inflammasome-driven IL-1 beta release. THP-1 LPS/ATP IL-1B secretion, AlphaLISA, 16 h; hits give low values. activity change, % at 57.5 µM. 4.7% of 360,000 active. AID 743279; in the data active = activity change below about -50%; inconclusive = mostly about -30% to -49%; note: % is set by controls: 0 for no effect and ±100 for the full control effect
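Secreted IL-1B measured by AlphaLISA bead assay after 16 h compound exposure of THP-1 cells; compounds (final up to 57.5 uM) added 1 h before LPS (250 ng/mL) and ATP (1.25 mM) stimulation; lower signal means less secretion.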
HepG2 viability = kills HepG2 cells in TGF-b inhibitor counter-screen; HepG2 CAGA-GFP viability, ATP luminescence, 18 h; 0.76% of 410,000 active; Potency, µM (top dose mostly 46.1 µM), inactives show top-dose activity change, negative = cytotoxicity, hits mostly cytotoxic; note: potency is the fitted concentration of half-maximal effect; some results filed as inactive show a strong effect at the top dose
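HepG2 CAGA-GFP cells (1000/well, DMEM with 1% FBS) received compound, then TGF-beta at 500 pg/mL final, and were incubated 18 hours at 37 degrees C. Viability was read by CellTiter-Glo luminescence. Media-only wells were set as complete cell-killing and DMSO as no toxicity.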
An asterisk follows results filed as active; i = inactive; ? = inconclusive; / = no result given; [ ] = another dose, or the depositor's remark. Unless noted, calls come from the whole dose curve; as a rule, active = well fitted curve in the direction sought with a large enough effect; inconclusive = small, poorly fitted or top-dose-only effect, or another doubt; inactive = no such curve, though single readings can be large; an effect the other way counts as inactive or inconclusive.

SMILES	TGFb SMAD3 inh	ATXN2 expr inh	Nrf2 ARE act	Nrf2 inh	A549 viability	MCF10A rerep	ATXN viability	IL-1B inflam inh	HepG2 viability
COC(=O)c1ccc(S(=O)(=O)NCCc2ccccc2OC)n1C	0%	-18%	0.1%	?	-2%	0%	i	-4	-68%
Cc1c(CNC2CCCCCC2)c(C(=O)O)c(C)n1Cc1c(F)cccc1Cl	2%	4%	0.5%	5%	4%	/	i	/	4%
O=C(COc1ccc(Cl)cc1Cl)N/N=C/c1ccccn1	-25%	-10%	0.2%	9%	-1%	7%	i	-3	-15%
Cc1noc(C)c1C(=O)N1CCC(Cc2ccccc2)CC1	-17%	-5%	0.5%	?	2%	6%	i	-5	0%
CCCNC(=O)C1(CC2CC(c3ccccc3)=NO2)CCN(C(=O)C2CCCC2)CC1 (stereo unspecified)	?	7%	0.0%	-1%	-8%	-8%	i	-25	4%
COc1ccc(CC(=O)NNC(=O)CCc2ccccc2)cc1OC	5%	-22%	-0.4%	6%	-8%	2%	i	-2	-2%
Cc1nnc(NC(=O)c2nc(SC(C)C)ncc2Cl)s1	2%	-4%	11%	-6%	-6%	/	i	/	-56%
CC(=O)Nc1ccc(S(=O)(=O)NCCSCc2ccco2)cc1	-11%	4%	3.3%	-27%	-1%	-3%	i	7	-31%
CCOC(=O)c1cnc2ccc(C)cc2c1Sc1ccccc1C(=O)OC	-1%	2%	0.7%	-13%	-7%	?	i	-2	2%
O=C1CC(NCc2cccs2)C(=O)N1c1ccc(Cl)cc1 (stereo unspecified)	6%	-23%	-0.5%	/	7%	9%	i	-2	-1%
O=C(CSc1ccccc1)N1CCc2c([nH]c3ccccc23)C1c1ccc(Cl)cc1 (stereo unspecified)	-5%	/	4.1%	/	?	/	/	/	-73%
N/C(=N\OS(=O)(=O)c1cc(Cl)ccc1Cl)c1ccncc1	0%	/	0.5%	-21%	2%	-2%	/	47	-7%

Pulled by compound from the entries so far (four):
SMILES	TGFb SMAD3 inh	ATXN2 expr inh	Nrf2 ARE act	Nrf2 inh	A549 viability	MCF10A rerep	ATXN viability	IL-1B inflam inh	HepG2 viability
CCOC(=O)c1cnc2ccc(C)cc2c1Sc1ccccc1C(=O)OC	-1%	2%	0.7%	-13%	-7%	?	i	-2	2%
CC(=O)Nc1ccc(S(=O)(=O)NCCSCc2ccco2)cc1	-11%	4%	3.3%	-27%	-1%	-3%	i	7	-31%
COc1ccc(CC(=O)NNC(=O)CCc2ccccc2)cc1OC	5%	-22%	-0.4%	6%	-8%	2%	i	-2	-2%
CCCNC(=O)C1(CC2CC(c3ccccc3)=NO2)CCN(C(=O)C2CCCC2)CC1 (stereo unspecified)	?	7%	0.0%	-1%	-8%	-8%	i	-25	4%

The listing picks up with the 5 entries that preceded the break.
SMILES	TGFb SMAD3 inh	ATXN2 expr inh	Nrf2 ARE act	Nrf2 inh	A549 viability	MCF10A rerep	ATXN viability	IL-1B inflam inh	HepG2 viability
CC(=O)Nc1ccc(S(=O)(=O)NCCSCc2ccco2)cc1	-11%	4%	3.3%	-27%	-1%	-3%	i	7	-31%
CCOC(=O)c1cnc2ccc(C)cc2c1Sc1ccccc1C(=O)OC	-1%	2%	0.7%	-13%	-7%	?	i	-2	2%
O=C1CC(NCc2cccs2)C(=O)N1c1ccc(Cl)cc1 (stereo unspecified)	6%	-23%	-0.5%	/	7%	9%	i	-2	-1%
O=C(CSc1ccccc1)N1CCc2c([nH]c3ccccc23)C1c1ccc(Cl)cc1 (stereo unspecified)	-5%	/	4.1%	/	?	/	/	/	-73%
N/C(=N\OS(=O)(=O)c1cc(Cl)ccc1Cl)c1ccncc1	0%	/	0.5%	-21%	2%	-2%	/	47	-7%
O=C(COC(=O)CSc1ccc(F)cc1)NCc1ccco1	-1%	-21%	7.3%	3%	16%	-1%	i	9	-7%
CCNS(=O)(=O)c1ccc2c3c(cccc13)C(=O)N2	0%	5%	0.1%	-10%	-2%	0%	i	0	3%
CCc1nnc(SCc2nc(-c3ccc(OC)cc3)oc2C)c2cc3sccc3n12	-2%	/	-0.3%	-3%	10%	/	/	/	-17%
Cn1c(=O)c2c(nc(CN3CCN(CCO)CC3)n2CCc2ccccc2)n(C)c1=O	-7%	0%	0.1%	3%	5%	-2%	i	-23	-26%
O=C(Nc1cc(S(=O)(=O)N2CCCC2)ccc1Cl)c1cc(F)c(F)c(F)c1F	0%	-3%	4.0%	16%	-1%	?	i	-99*	8%
CC1(C(=O)NCc2cccc3ccccc23)CCN1Cc1ccc(OC(F)(F)F)cc1 (stereo unspecified)	?	0%	-0.6%	/	/	/	?	-30	-112%
Cc1ccc(N(CC(=O)N/N=C/c2cccc(Br)c2)S(C)(=O)=O)cc1	6%	5%	0.7%	-15%	-3%	7%	i	10	-6%
O=C(CCN1C(=O)c2ccccc2C1=O)Nc1ccncc1	0%	-3%	3.2%	/	-8%	0%	i	-2	7%
O=C(NCc1ccncc1)C(=O)NCC1OCCCN1S(=O)(=O)c1ccccc1 (stereo unspecified)	3%	-8%	-0.1%	7%	5%	-9%	i	-16	-1%
O=C(Nc1ccc2c(c1)OCO2)c1ccc(N2C(=O)c3ccccc3C2=O)cc1	-8%	-19%[11.3 µM]	0.3%	-5%	1%	1%	i	-8	-3%
O=C(CN(Cc1ccc(F)cc1)C(=O)CNS(=O)(=O)c1ccc(Cl)cc1)NCC1CCCO1 (stereo unspecified)	-3%	21%	-0.5%	7%	1%	3%	i	-1	20%
Cn1nnnc1NCc1ccc(Cl)cc1	0%	9%	-0.5%	-12%	3%	13%[9.22 µM]	i	-10	0%
Cc1nonc1NC(=O)CSc1nnc(-c2ccoc2C)n1C	-6%	-1%	0.3%	8%	-5%	-1%	i	-2	-2%
S=C(Nc1ccc(Cl)cc1Cl)N1CCN(c2ccccn2)CC1	-10%	0%	-0.4%	-3%	-1%	9%	i	88	0%
CN(CCC#N)c1ccc(C=C(C#N)c2ccc(Br)cc2)cc1	0%	/	6.9%	/	/	/	i	-20	-26%
O=C(COC(=O)c1ccc(S(=O)(=O)N2CCOCC2)cc1)Nc1nc(-c2ccccc2)cs1	4%	16%	2.1%	?	2%	3%	i	-3	7%
CCOc1ccc(N(CC(=O)Nc2ccccc2C)S(=O)(=O)c2c(C)noc2C)cc1	?	-13%	-2.2%	27%	1%	2.6µM*	i	29	4%
CCOC(=O)N1CCN(S(=O)(=O)c2c(C(=O)N3CCCCC3)c(C)n(C)c2C)CC1	-5%	12%	-0.2%	-10%	-2%	0%	i	-18	-18%
C=CCSc1n[nH]c2nc3c(c(=O)n12)C1(CCCC1)Cc1ccccc1-3	3%	1%	-0.1%	2%	-2%	?	i	10	-4%
CCOC(=O)C1=C(CN2CCN(c3ccccc3F)CC2)NC(=O)NC1c1ccc(Cl)cc1 (stereo unspecified)	-9%	8%	-1.1%	21µM*	-22%	/	i	/	-7%
COc1ccc(S(=O)(=O)N2CCCCC2)cc1NC(=O)c1ccccc1	-13%	24%	-0.1%	8%	0%	-1%	i	18	-6%
C=CCc1c(C)nc2c(-c3ccccc3)cnn2c1N1CCOCC1	9%	133%[activator]	4.9%	?	-3%	2%	i	-1	-114%
NC(=O)C(=O)N/N=C/c1cccc(C(F)(F)F)c1	-3%	3%	?	3%	-1%	1%	i	-1	4%
O=C(Cc1ccc([N+](=O)[O-])cc1)Oc1ccccc1	24%	-6%	0.3%	-16%	1%	-3%	i	7	-1%
CC(C)(C)c1ccc(C(=O)Cn2nc(C(=O)O)c3ccccc3c2=O)cc1	?	/	6.1%	?	6%	?	i	2	-79%
CCn1cc(CN2CCC(n3nccc3NC(=O)Cc3ccccc3)CC2)cn1	0%	-3%	-0.1%	12%	-1%	9%	i	9	-16%
COc1ccc(N=C2SC(C(=O)O)CC(=O)N2Cc2ccc(OC)c(OC)c2)cc1 (stereo unspecified)	-1%	2%	-0.2%	-14%	1%	18%	i	17	-7%
CCOC(=O)C1(CCc2ccccc2)CCN(Cc2ccc(C(=O)OC)cc2)CC1	-6%	-36%	-0.2%	?	?	?	i	0	0%
